Kir21 block – Kir2.1 (mouse) channel inhibition. AID 1672. HEK293-Kir2.1, FluxOR thallium flux fluorescence; stronger effect = lower value. 310,000 compounds, 0.85% hits. B-score at 10 µM;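 active = fluorescence ratio B-score at or below minus 3 SD of library scores, with starting-brightness B-score within 2 SD, cut at about -4.2 in these data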;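 note: channel flux triggered by added potassium and thallium sulfate stimulus; B-score of peak minus minimum fluorescence over baseline after thallium stimulus; more negative B-score means stronger Kir2.1 block with less thallium influx; some compounds called inactive have numbers as strong as hits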
Target sequence (P35561 whole entry, looked up): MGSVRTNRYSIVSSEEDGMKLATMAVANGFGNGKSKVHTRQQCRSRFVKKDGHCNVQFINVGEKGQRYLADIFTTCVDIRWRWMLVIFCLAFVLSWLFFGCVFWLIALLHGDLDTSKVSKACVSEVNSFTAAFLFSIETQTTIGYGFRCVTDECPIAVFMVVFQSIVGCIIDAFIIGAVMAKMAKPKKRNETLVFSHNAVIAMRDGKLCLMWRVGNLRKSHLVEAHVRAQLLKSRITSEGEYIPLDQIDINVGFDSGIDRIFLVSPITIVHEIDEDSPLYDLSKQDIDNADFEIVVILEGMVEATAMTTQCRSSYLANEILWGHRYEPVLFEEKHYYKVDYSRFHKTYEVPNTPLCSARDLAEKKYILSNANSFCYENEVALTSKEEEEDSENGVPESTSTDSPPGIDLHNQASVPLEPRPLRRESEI
STK33 inh – blocks human STK33 kinase activity; Q9BYT3; purified STK33, MBP phosphorylation, ADP-Glo luminescence; inhibition, % at 10 µM; 320,000 compounds, 0.073% hits; AID 2661;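 active = inhibition at or above 25%, using the most active replicate where run in duplicate; inactive = inhibition below 25%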
Target sequence (Q9BYT3 whole entry, looked up): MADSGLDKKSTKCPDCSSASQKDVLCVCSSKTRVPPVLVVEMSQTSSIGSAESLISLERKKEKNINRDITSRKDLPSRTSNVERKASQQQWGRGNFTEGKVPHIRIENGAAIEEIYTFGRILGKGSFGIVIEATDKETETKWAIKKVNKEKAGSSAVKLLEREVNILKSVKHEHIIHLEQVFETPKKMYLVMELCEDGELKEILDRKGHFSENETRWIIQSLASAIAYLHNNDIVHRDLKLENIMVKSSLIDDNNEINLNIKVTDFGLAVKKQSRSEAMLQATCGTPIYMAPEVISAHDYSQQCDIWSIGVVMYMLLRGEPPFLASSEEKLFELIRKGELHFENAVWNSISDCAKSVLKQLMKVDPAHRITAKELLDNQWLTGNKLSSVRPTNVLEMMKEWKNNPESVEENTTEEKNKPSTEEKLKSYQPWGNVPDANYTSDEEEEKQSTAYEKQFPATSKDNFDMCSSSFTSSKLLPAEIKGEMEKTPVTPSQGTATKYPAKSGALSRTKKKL
* hit, by the source's call; x = no result given.

SMILES | Kir21 block | STK33 inh
COCCCNCC1C(Oc2ccc(Cl)cc2)C(=O)N1c1ccccc1C (stereo not drawn) | 0.17 | -1.4
CCOC(=O)c1nnn(-c2nonc2N)c1CN1CCc2ccccc2C1 | -0.07 | -1.7
CCOC(=O)N1CCN(C(=O)CCS(=O)(=O)c2ccc3c(c2)CCN3C(=O)CC)CC1 | 0 | 2.7
Cc1cc(C)nc(SCc2cnc(C)nc2N)n1 | -2.45 | -0.7
CCOC(=O)COn1c2c(c3c4no[n+]([O-])c4ccc31)CCCC2 | 1.73 | -1.2
O=C(NNC(=O)C1CC=CCC1C(=O)O)c1cccs1 (stereo not drawn) | -0.16 | 0.9
COC(=O)C1CCCN1C(C(=O)NC1CCCCC1)c1ccc(Cl)cc1 (stereo not drawn) | -0.14 | 0.7
CC(C)n1c(Nn2cnnc2)nc2ccccc21 | 0.87 | -1.8
Cc1cc(Oc2nc3ccccn3c(=O)c2/C=C(\C#N)C(=O)NC2CCS(=O)(=O)C2)ccc1Cl (stereo not drawn) | -1.18 | -0.9
CCCCCCc1cc2cc(C(=O)OCC)c(=O)oc2cc1O | -0.25 | -0.2
CN(C)/C=C(\C(=O)c1ccc(F)cc1F)c1nnnn1-c1ccccc1 | 2.17 | -2.9
N#C/C(=N/Nc1ccccc1[N+](=O)[O-])C(N)=S | -0.38 | -0.8
Cc1ccc(C)c(N(C(=O)c2csnn2)C(C(=O)NC2CCCCC2)c2cccnc2)c1 (stereo not drawn) | 1.42 | -1.0
CCOc1cc(NC(=S)Nc2ccccc2)c(OCC)cc1NC(=O)c1ccc(OC)cc1 | 0.7 | 1.0
CN(CC(=O)Nc1c(Cl)cccc1Cl)C(=O)Cc1ccsc1 | x | 1.0
Cc1cc(-c2n[nH]c(=S)n2/N=C/c2ccc(C)o2)n[nH]1 | -0.03 | 0.0
O=C(CN1CCN(S(=O)(=O)c2ccccc2)CC1)Nc1ccc(Cl)cn1 | 1.21 | 0.2
O=C(CCNC(=O)c1ccco1)Nc1ccc(SC(F)F)cc1 | 0.36 | -0.7
O=C(O)c1ccccc1SCCS(=O)(=O)c1ccc(Cl)cc1Cl | 0.17 | 0.7
COC(=O)C1=C(CN2CCSCC2)NC(=O)NC1c1cc(C)ccc1C (stereo not drawn) | -0.09 | -1.5
COc1cc(/C=N/NC(N)=O)ccc1OCC(=O)N1C(C)CCCC1C (stereo not drawn) | -2.09 | -0.6
N#Cc1cc(-c2ccccc2)cnc1Sc1ccc(Cl)cc1 | 0.7 | -1.4
COc1ccc(Cn2c(C3CCCCC3)nc3c(c(=O)c4ccccc4n3C)c2=O)cc1 | -0.87 | 0.7
COc1cc(CNc2ccc(N3CCOCC3)cc2)cc(Br)c1OC | 0.02 | -1.0
C=CCNC(=O)CN1C(=O)C2C3c4ccccc4C(c4ccccc43)C2C1=O (stereo not drawn) | 2.8 | -1.1
O=C(/C=C/c1ccccc1Cl)N1CCCN(C(=O)/C=C/c2ccccc2Cl)CC1 | 1.28 | -0.7
Clc1ccc(-n2nnc(-c3ncc[nH]3)n2)cc1Cl | -0.23 | -0.2
Cc1ccc(C(=O)CC2(O)C(=O)N(C)c3ccccc32)o1 (stereo not drawn) | -0.68 | -0.3
O=[N+]([O-])c1cccc(S(=O)(=O)Nc2ccc(Cc3ccncc3)cc2)c1 | -1.43 | -0.1
O=C(CSc1ncnc2sccc12)Nc1ccccc1F | -0.63 | -1.4
O=C(COC(=O)CNC(=O)c1ccc2c(c1)OCO2)Nc1ncc(Cl)cc1Cl | 0.46 | -0.9
Cc1c(C(=O)Nc2nnc(C3CC3)s2)oc2ccccc12 | x | -1.6
COCCCn1c(SCC(=O)NC2CCCCC2)nc2ccccc2c1=O | -1.35 | 0.2
CC(C)=C[C@H]1C[C@H](C)[C@H]2CC[C@H](C)c3c(O[C@@H]4OC[C@@H](O)[C@H](O)C4O)c(O)c(C)c1c32 (stereo partly drawn) | x | -0.5
COc1ccc(CNC(=O)c2noc3c2CCCCC3)cc1 | 0.25 | -1.6
C=CCOC(=O)C1=C[C@@H](c2coc3ccccc3c2=O)C[C@@H](OCCCCO)O1 | -2.13 | -1.7
CCN1CCN(C(=O)C(=O)c2cn(CC(=O)N3CCCCCC3)c3ccccc23)CC1 | -0.82 | -0.9
CCC(NS(=O)(=O)c1ccc(C)cc1)C(=O)N1CCOCCOCCOCCOCC1 (stereo not drawn) | -2.44 | -0.8
O=C(c1ccco1)N1N=C(c2ccc(Cl)cc2)CC1(O)C(F)(F)F (stereo not drawn) | -0.05 | 1.1
C=CCN1C(=O)C(CC(=O)NCC)SC1=Nc1ccccc1OC (stereo not drawn) | -1.6 | -3.4
COc1ccc(OC)c(CCNC(=O)CN2C(=O)CCSc3ccccc32)c1 | -1.57 | -2.2
CC1CC(C)CN(C2CCN(Cc3cccnc3)CC2)C1 (stereo not drawn) | -1.13 | -0.6
CCCCOc1ccc2c(c1)/C(=C(\C(Cl)=C(Cl)Cl)[N+](=O)[O-])N2 | -2.38 | 0.1
O=C(N/N=C/c1ccccc1F)c1ccccc1OCc1ccccc1 | -1.55 | -2.0
O=C(O)c1ccc(N2CC3CC(C2)c2cccc(=O)n2C3)c(NS(=O)(=O)c2cccc(C(F)(F)F)c2)c1 (stereo not drawn) | 0.24 | -1.5
CCN1C(=O)c2cccc3c(S(=O)(=O)NCCCN4CCOCC4)ccc1c23 | 1.13 | 0.3
CC(=O)c1cccc(NC(=O)CSc2nnc(-c3ccncc3)o2)c1 | x | -0.3
CC(C(=O)NCC1CCCO1)c1ccc([N+](=O)[O-])cc1 (stereo not drawn) | 3.06 | -0.5
COC(=O)C1=C(Nc2ccccc2NC(=O)CCCC(=O)O)CSC1 | 1.91 | -1.1
COCCn1cnc2c1c(=O)n(Cc1c(F)cccc1Cl)c(=O)n2Cc1ccccc1 | 0.13 | -0.2
CCN(CC(=O)Nc1ccc2c(c1)OCCO2)Cc1cc(=O)n2ccsc2n1 | -0.77 | 1.6
CCNC(=O)CC1SC(=Nc2ccc(C)cc2)N(CC)C1=O (stereo not drawn) | -0.11 | -2.3
O=C(CO/N=C/c1cccc([N+](=O)[O-])c1)NC1CCCCC1 | -0.57 | 0.4
c1ccc2c(c1)Oc1ccccc1S2 | x | -1.1
Cc1cc2c(cc(C(=O)N3CCC(C(=O)N4CCCC4)CC3)n2Cc2c(F)cccc2Cl)o1 | 0.27 | 0.9
CCOC(=O)N1CCN(C(c2ccccc2)c2sc3nc(C)nn3c2O)CC1 (stereo not drawn) | 1.84 | -0.7
COCCNC(=O)CCCn1c(=O)c2cc(OC)c(OC)cc2n(CC(=O)NCCC2=CCCCC2)c1=O | -0.83 | 0.1
CCc1ccc(CNC(=O)C2CCC(=O)N(CCc3ccc(Cl)cc3)C2)nc1 (stereo not drawn) | -0.82 | -0.5
Cc1ccc(-c2nnc(NC3CCCCC3)c3ccccc23)cc1S(=O)(=O)N1CCN(C)CC1 | -0.08 | 0.6
CCCCS(=O)(=O)NC1=NCN(CCO)CN1 | 1.06 | -1.2

Going on with the list.
SMILES | Kir21 block | STK33 inh
O=C(CCC1CCN(C(=O)c2cccc(Cl)c2F)CC1)Nc1ccccc1 | 0.84 | -1.7
O=C(Cc1ccc(Cl)cc1)N/N=C/c1ccccc1 | -0.48 | -0.4
N/C(=N\OC(=O)COc1ccc([N+](=O)[O-])cc1)c1ccncc1 | -1.65 | 10.4
CCOc1ccc(S(=O)(=O)N2CCOCC2)cc1NC(=O)c1ccccc1F | 0.05 | -0.8
Cc1noc(C)c1S(=O)(=O)N(CC(=O)Nc1ccc2c(c1)OCCO2)c1ccc(C(C)C)cc1 | 1.23 | 0.0
C=CCNC(=O)c1c(Cl)cnn1-c1ccc(C)cc1 | 1.68 | -0.8
O=C(CSc1nc(-c2ccccc2)c(-c2ccccc2)o1)N1CCOCC1 | 0.89 | x
CCSc1nc2ccccc2c(=O)n1CCc1ccc(OC)c(OC)c1 | 0.65 | -0.6
Nc1ccccc1OCCOCCOCCOc1ccccc1N | 1.88 | -2.2
O=C(CCCC(=O)OCC(=O)c1cccs1)Nc1ccc(Oc2ccccc2)cc1 | -1.55 | 0.0
CCOC(=O)N1CCC(Nc2c(NCCCN(CC)CC)c(=O)c2=O)CC1 | 1.2 | 0.3
O=C1NC2(CCCCCC2)C(=O)N1Cc1cccc([N+](=O)[O-])c1 | -0.27 | 0.0
CCn1cc([N+](=O)[O-])c(C(=O)Nc2c(C)nn(Cc3cccc(F)c3)c2C)n1 | 0.31 | -0.9
CC(Sc1nc(=O)cc(N)n1CCc1ccccc1)C(=O)NCc1ccccc1 (stereo not drawn) | 1.86 | -0.6
O=C(NCc1cccnc1)c1ccc(CS(=O)(=O)c2ccc(Br)cc2)o1 | -0.14 | 0.7
CN(CC(=O)Nc1ccc(Cl)c(C(F)(F)F)c1)C(=O)c1cn2ccccc2n1 | 0.87 | x
Cc1ccc(S(=O)(=O)N(C)CCCC(=O)Nc2cc(C)ccc2C)cc1 | -1.56 | -2.0
C/C(=N/NC(=O)c1ccn(C)n1)c1ccncc1 | 1 | -0.3
Cc1ccc(S(=O)(=O)N2CCCCC2)cc1C(=O)NCCC1=CCCCC1 | -1.29 | -0.1
COc1ccc(-n2cc3ccc([N+](=O)[O-])cc3n2)cc1 | -0.36 | 0.0
O=C1CC(c2ccccc2)Cc2nc(NCc3ccco3)ncc21 (stereo not drawn) | 1.29 | 0.6
N#Cc1ccc(-c2ccc(OCC(=O)NCCCN3CCCC3=O)cc2)cc1 | -0.9 | -1.3
CCCN1C(=O)/C(=C/c2nc3ccccc3c(=O)[nH]2)c2cc(C)ccc21 | 0.73 | -1.2
CC(C)(C)NC(=O)C(c1ccc(F)cc1)N(C(=O)CCC(=O)Nc1ccccn1)C1CCCC1 (stereo not drawn) | 0.01 | -1.6
COc1cc(NC(=O)CN(c2ccc(C)cc2)S(=O)(=O)c2c(C)n[nH]c2C)cc(OC)c1 | -0.49 | -0.2
CCC(OC(=O)CN1C(=O)C(=O)c2ccccc21)C(=O)Nc1ccc(S(N)(=O)=O)cc1 (stereo not drawn) | 0.21 | 1.7
O=C(CN(c1ccccc1)S(=O)(=O)c1ccccc1[N+](=O)[O-])Nc1ccccc1C(=O)N1CCOCC1 | -0.39 | 1.7
Cc1ccc(O)c(-c2cc(-c3ccccc3F)[nH]n2)c1 | 0.83 | -1.8
COc1cc(Br)c(CNc2cc(C)ccc2C)cc1OC | -1.58 | -0.8
CN(C)S(=O)(=O)N(Cc1ccc(Br)cc1)c1ccccc1 | -2.64 | -0.7
O=C1CCCCCN1Sc1ccccc1 | -2.47 | -0.2
O=C(Nc1csnn1)c1csnn1 | -0.27 | 2.4
Fc1ccc(CNC(=S)Nc2ccc(Cl)cc2)cc1 | 0.13 | 0.3
Cc1ccc(-n2nc3c(=S)[nH]nc(C)c3c2C)cc1 | -0.07 | -0.7
CCCCN(C)CC(O)Cn1cc(/C=C/C(=O)c2cccs2)c2ccccc21 (stereo not drawn) | -7.03 | 10.5
CCN(CC(=O)Nc1ccccc1OC)Cc1csc(CC(=O)Nc2ccc(C)cc2)n1 | x | 0.5
COCCOC(=O)C1=C(C)N=C2SCCC(=O)N2C1c1ccc(OC(=O)c2ccco2)cc1 (stereo not drawn) | -4.03 | 0.1
O=C(Nc1ccccc1C(=O)O)c1cccc(NC(=O)c2ccco2)c1 | -0.05 | x
COc1ccc(-c2cnc(N)nc2-c2ccc(OC)cc2O)cc1 | 0.02 | 15.7
CN1/C(=C/C(=O)C2CC2)C(C)(C)c2ccccc21 | -1.36 | -0.1
Oc1ccc(/C=N/Nc2nc(-c3cccnc3)nc3ccccc23)c(O)c1 | 2.09 | 2.5
CC1Cc2nc(SCC(=O)Nc3ccccc3F)n(C)c(=O)c2S1 (stereo not drawn) | -2.04 | -1.0
Cc1ccc(-c2c[n+](CC(=O)c3cccs3)c3n2CCC3)cc1 | -0.09 | 1.1
COc1ccc(/C=C/C(=O)OCC(=O)Nc2ncc(Cl)cc2Cl)cc1 | x | -0.2
CCOC(=O)c1c(NC(=O)c2nn(CC)cc2Br)c(C#N)nn1-c1ccccc1 | -0.53 | 0.1
O=C(NCC1CCCO1)c1ccccc1-c1nc(-c2ccccc2)no1 (stereo not drawn) | 0.31 | -0.4
COc1ccc(CN2CCN(c3ccccc3OC)CC2)c(OC)c1 | 0.94 | -1.3
CCOC(=O)N1CCN(C(=O)c2cccc(S(=O)(=O)Nc3ccc(OC)cc3)c2)CC1 | 0.66 | -1.9
